Statin myotox sup – protects C2C12 myotubes from simvastatin toxicity; ATP luminescence, 48 h; scaled: DMSO 0, geranylgeraniol control 100; rescue of ATP level, % at 7.49 µM; actives 0.78% (n = 330,000); AID 602340;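 active = mean ATP rescue above about 67%, or every replicate alone reaching that limit, limit read from the data, passing the limit was not always enough; inconclusive = no clear call, values can overlap the other calls; inactive = mean under the limit and some replicate under it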;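 also: myotubes were challenged with 10 µM simvastatin during compound exposure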
Cneo AK release – causes C. neoformans cell lysis. adenylate kinase release luminescence, 4 h; normalised: neutral wells 0, clomiphene wells 100. lysis activity, % at 15 µM. actives 0.2% (n = 360,000);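 active = mean lysis activity across replicates of at least 80%, whatever share of replicates individually reach that level; inactive = mean lysis activity below 80%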
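Assay system: log-phase C. neoformans yeast / Quantity: yeast cell density of 5 × 10^6 cells/mL / Medium: fresh YPD growth medium / Compound: single dose / Timing: static 4 h at 37 °C with compound, 1 h detection / Measured by: adenylate kinase release luminescence / Read-out: lysis from increased AK signal / Benchmarks: Clomiphene as positive lysis control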
ERp5 block – blocks human ERp5 reductase activity on insulin; Q15084; ERp5 insulin aggregation, absorbance 650 nm, 90 min; inhibition, % at 9.99 µM; actives 0.05% (n = 350,000);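 active = mean replicate inhibition above about 25%, with every replicate also reaching it, limit read from the data, passing the limit was not always enough; inconclusive = only one of those two criteria met; inactive = neither criterion met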
Target sequence (Q15084 whole entry, looked up): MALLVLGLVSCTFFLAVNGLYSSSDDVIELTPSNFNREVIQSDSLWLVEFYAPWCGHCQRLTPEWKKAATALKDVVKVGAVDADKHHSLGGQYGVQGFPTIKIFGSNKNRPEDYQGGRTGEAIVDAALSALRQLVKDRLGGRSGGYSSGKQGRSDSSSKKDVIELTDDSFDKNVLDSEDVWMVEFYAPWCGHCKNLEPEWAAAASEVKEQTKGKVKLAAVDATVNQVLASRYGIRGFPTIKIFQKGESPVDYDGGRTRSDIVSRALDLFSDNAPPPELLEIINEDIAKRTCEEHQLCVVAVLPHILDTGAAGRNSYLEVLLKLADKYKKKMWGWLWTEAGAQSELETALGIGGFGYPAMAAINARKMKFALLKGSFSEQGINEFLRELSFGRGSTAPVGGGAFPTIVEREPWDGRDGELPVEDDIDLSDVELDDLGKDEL
miR122 inh – inhibitors of miR-122 in Huh7 cells; activation (reporter increase), % at 12.5 µM; Huh7 miR-122 Renilla luciferase sensor, 48 h; neutral wells = 0, positive control = 100; actives 0.3% (n = 340,000);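 active = mean replicate activation score at least 90 and every replicate individually at or above 90; inconclusive = only one of the two criteria met; inactive = neither criterion met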;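 also: higher luciferase means less miR-122 activity so hits act as miR-122 inhibitors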
esBAF inh – SWI/SNF esBAF complex inhibition; actives 2% (n = 350,000); reporter increase, % at 12.5 µM; mouse ES cells, Bmi1-luciferase knock-in reporter, 24 h; 100% = twice the neutral-well signal; in the data active = activation above about 40%; inconclusive = no clear call, values can overlap the other calls;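 also: 0% = median of the plate's neutral control wells and 100% = double that signal; a rise in the Bmi1 reporter signal indicates esBAF inhibition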
SIRT5 block – blocks human SIRT5 desuccinylation of peptide. actives 1.1% (n = 330,000). Q9NXA8. Purified SirT5, succinyl-peptide AMC, trypsin-coupled fluorescence. inhibition, % at 15 µM. AID 652115; in the data active = inhibition above about 15%; inconclusive = no clear call, values can overlap the other calls
Target sequence (Q9NXA8 whole entry, looked up): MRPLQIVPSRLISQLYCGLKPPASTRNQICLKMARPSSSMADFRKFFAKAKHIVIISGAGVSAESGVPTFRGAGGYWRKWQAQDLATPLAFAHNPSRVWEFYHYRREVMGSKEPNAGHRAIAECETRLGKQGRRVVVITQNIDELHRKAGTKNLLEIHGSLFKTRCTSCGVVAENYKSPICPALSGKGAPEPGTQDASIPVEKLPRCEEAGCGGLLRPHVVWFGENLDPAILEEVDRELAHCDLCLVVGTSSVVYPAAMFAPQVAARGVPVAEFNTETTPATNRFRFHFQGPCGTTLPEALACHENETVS
ARNT-TACC3 inh – disrupts binding between human ARNT and TACC3; Q9Y6A5; AlphaScreen His-ARNT PAS-B/GST-TACC3 binding, luminescence; TACC3 fragment carries E629A point mutation; inhibition, % at 9.99 µM; actives 0.66% (n = 390,000);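 active = mean inhibition of replicates at least 50% and at least half of replicates each reaching 50%; inconclusive = half or more replicates reach 50% but mean below 50%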;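 also: 0% = complete ARNT plus TACC3 wells and 100% = ARNT alone without TACC3; many hits fall short of the cut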
Numbers without * were called inactive; ? = inconclusive; · = not tested or not shown; & = joins results of further samples; [ ] = remark or other dose.

SMILES	Statin myotox sup	Cneo AK release	ERp5 block	miR122 inh	esBAF inh	SIRT5 block	ARNT-TACC3 inh
CC1CCCCC12NC(=O)N(CC(=O)Nc1ccccc1-c1ccccc1)C2=O (configuration not stated)	·	·	1	·	·	-3	-5
O=C(COc1ccccc1-c1ccccc1)NCc1cccc(Cl)c1	·	-1	-1	-6	·	-3	-4
COc1cccc(CNC(=O)[C@H]2[C@H](CO)[C@H]3Cn4c(ccc(-c5cccnc5)c4=O)[C@@H]2N3C(C)=O)c1	-9	10	-1	-2[16.7 µM]	-3	-38	-3
CCC(C(=O)OCC(=O)Nc1ccc(Cl)c(S(=O)(=O)N(C)C)c1)c1ccccc1 (configuration not stated)	·	·	1	·	·	0	4
O=C(C[C@@H]1C[C@H]2c3cc(NC(=O)C4CCOCC4)ccc3O[C@H]2[C@H](CO)O1)NCc1ccncc1	-2	15	-1	2[16.7 µM]	0	1	-2
C[C@@H]1CCCCO[C@H](CN(C)CC2CC2)[C@H](C)CN([C@@H](C)CO)C(=O)c2cc(NC(=O)Nc3ccc(F)cc3)ccc2O1	-7	6	4	-7[16.7 µM]	-11	0	5
O=C(NC1CCCCC1)C(c1cccnc1)N(C(=O)CCl)c1ccc(F)cc1 (configuration not stated)	·	4	10	·	·	-1	13
Cc1ccc(C(=O)NCc2ccco2)cc1S(=O)(=O)N1CCCCC1	-3	0	8	10	4	2	3
CCOc1ccc(-n2ccc(=O)c(C(=O)Nc3ccc(S(=O)(=O)Nc4nccs4)cc3)n2)cc1	-18	-12	-8	·	0	-2	-8
COc1cc(C(=O)OCc2cccc(OC)c2OC)ccc1OCC(=O)N1CCOCC1	7	1	-26	-6	-1	-1	-3

Nothing new here: three of the compounds above.
SMILES	Statin myotox sup	Cneo AK release	ERp5 block	miR122 inh	esBAF inh	SIRT5 block	ARNT-TACC3 inh
CC1CCCCC12NC(=O)N(CC(=O)Nc1ccccc1-c1ccccc1)C2=O (configuration not stated)	·	·	1	·	·	-3	-5
O=C(COc1ccccc1-c1ccccc1)NCc1cccc(Cl)c1	·	-1	-1	-6	·	-3	-4
COc1cccc(CNC(=O)[C@H]2[C@H](CO)[C@H]3Cn4c(ccc(-c5cccnc5)c4=O)[C@@H]2N3C(C)=O)c1	-9	10	-1	-2[16.7 µM]	-3	-38	-3

Returning to the listing; the 2 compounds before the break are reprinted first.
SMILES	Statin myotox sup	Cneo AK release	ERp5 block	miR122 inh	esBAF inh	SIRT5 block	ARNT-TACC3 inh
CCOc1ccc(-n2ccc(=O)c(C(=O)Nc3ccc(S(=O)(=O)Nc4nccs4)cc3)n2)cc1	-18	-12	-8	·	0	-2	-8
COc1cc(C(=O)OCc2cccc(OC)c2OC)ccc1OCC(=O)N1CCOCC1	7	1	-26	-6	-1	-1	-3
C[C@@H]1CCCCO[C@@H](CN(C)S(=O)(=O)c2ccc(F)cc2)[C@H](C)CN([C@@H](C)CO)C(=O)c2cc(NC(=O)c3ccncc3)ccc2O1	·	0	3	-2[16.7 µM]	5	-1	3
O=C(NCC1CCCCC1)[C@H]1[C@H](CO)[C@H]2Cn3c(cccc3=O)[C@H]2N1Cc1ccccn1	4	0	-2	3[16.7 µM]	-2	0	8
CSc1nc(C)c(Oc2ccccc2)c(=O)n1C	6	9	·	-4	-2	·	-3
CCCn1nc(C(=O)OCC(=O)c2ccc3c(c2)NC(=O)CO3)c2ccccc2c1=O	-6	-1	·	1	0	·	-7
COc1ccccc1NC(=O)/C=C\C(=O)O	·	-1	2	·	·	-3	16
CCOC(=O)c1c(Nc2ccccc2OCCOC)n[nH]c1C	-8	-1	3	-1	-7	-1	2
CO[C@H]1CN(C)C(=O)c2ccc(NC(=O)Nc3ccccc3F)cc2OC[C@H](C)N(CC2CC2)C[C@H]1C	-2	1	-1	·	8	-3	3
CC(C)OC(=O)c1cc2ccccc2[nH]1	-3	0	·	-1	66*	·	-6
Cc1[nH]c2ccccc2c1C(=O)C(=O)NCc1nnnn1-c1cccc(F)c1	-4	0	-1	-2	-3	·	·
N#C[C@@H]1[C@@H](c2ccccc2)[C@H](CO)N1S(=O)(=O)c1ccc(F)cc1	6	-5	2	·	-1	-11	-3
COc1ccc(C(=O)n2c(SC)nc3cc4c(cc32)OCCO4)cc1	2	0	·	1	3	·	0
CC(C)n1cc(C(=O)NC2CC(C)(C)Cc3c2cnn3-c2ccccc2)cn1 (configuration not stated)	-2	12	-8	·	6	-1	2
Brc1ccccc1OCCCCN1CCCCC1	2	0	15	14	-4	-4	-7
CC(Sc1nnc(-c2ccccc2Br)o1)C(=O)N1CCOCC1 (configuration not stated)	-2	-4	5	·	-7	-1	·
CCCN1C[C@H](C)[C@@H](OC)CN(C)C(=O)c2cc(NC(=O)C3CCC3)ccc2OC[C@H]1C	-4	1	·	11[16.7 µM]	4	·	-19
COc1ccc(S(=O)(=O)N(C)C[C@H]2Oc3c(NC(=O)Nc4c(C)noc4C)cccc3C(=O)N([C@@H](C)CO)C[C@H]2C)cc1	1	-1	2	-4[16.7 µM]	0&4	1	-3
CC(C)(CNC(=O)c1ccc(S(=O)(=O)Nc2ccc(Cl)cc2)cc1)N1CCOCC1	-3	1	13	13	7	-3	2
CC(C)[C@@H](NC(=O)OC(C)(C)C)C(=O)NCC1CCC(C(=O)N[C@@H](Cc2ccccc2)C(=O)O)CC1 (some centres not stated)	5	1	1	-1	-3	-5	-5
O=[N+]([O-])c1ccc(N2CCCC2)nc1	·	2	-1	-5	·	-4	0
Cn1nc(C(C)(C)C)cc1C(=O)N1CCCCC1c1cc(C(=O)Nc2ccc3c(c2)OCO3)no1 (configuration not stated)	6	-2	-6	1	10	-1	·
CCOc1ccc(C(=O)C2CCN(CC(=O)Nc3nccs3)CC2)cc1	-1	5	-1	·	-3	-1	-12
CCOc1ccccc1NC(=O)NC1CCCc2ccccc21 (configuration not stated)	-1	0	-4	3	-6	-1	1
CC(C)(C)OC(=O)NC1CC2CCCC(C1)N2Cc1ccccc1 (configuration not stated)	0	-1	1	·	0	4	-3
CC(NC(=O)c1cccnc1)c1ccc2c(c1)OCO2 (configuration not stated)	-6	-1	3	-6	0	-1	-2
Cc1ccc(N(Cc2ccccc2)C(=O)c2ccc(Cl)c(S(=O)(=O)N3CCOCC3)c2)cc1	·	·	4	·	·	0	-1
COc1cc(C(=O)NCCNc2nc3c(C)c(C)ccc3cc2C#N)cc(OC)c1OC	8	-1	1	0	-4	0	0
O=C(C[C@H]1C=C[C@@H](NC(=O)c2ccccn2)[C@@H](CO)O1)NCc1cccc(F)c1	-6	-1	8	·	-1	0	1
Brc1ccc(OCc2nc(-c3ccccn3)n[nH]2)cc1	·	2	·	1	·	·	58*
C[C@@H]1CCCCO[C@@H](CN(C)C(=O)Nc2ccccc2)[C@@H](C)CN([C@@H](C)CO)C(=O)c2cc(NC(=O)c3ccccc3)ccc2O1	·	-3	7	6[16.7 µM]	-4	0	-15
O=C(O)c1cc2n(n1)C(C(F)(F)F)CC(c1ccccc1)N2 (configuration not stated)	3	-3	·	-4	-1	·	·
CCN(CC)CCN1C(=O)C(=O)/C(=C(/O)c2ccc(OC)cc2)C1c1ccco1 (configuration not stated)	13	0	·	3	14	·	-1
CCOCCCNC(=O)C(NC(=O)Cc1c[nH]c2ccccc12)c1ccccc1 (configuration not stated)	·	·	5	·	·	1	15
CC(C)=CCN1CCN(Cc2ccc(C)s2)CC1CCO (configuration not stated)	·	·	-6	·	·	0	-1
COc1ccc(NC(=O)C2(c3ccccc3)CCCC2)cc1	·	·	2	·	·	-4	-2
Cc1ccc(CNC(=O)[C@@H](NC(=O)C2CCN(C(=O)[C@@H](N)CC(C)C)CC2)C(C)C)cc1	-17	-4	-2	-4	5	-5	-9
Cc1ccc(S(=O)(=O)N[C@H](C(=O)NC2CCC(C)CC2)C(C)C)cc1 (some centres not stated)	10	-1	-12	3	12	-4	-5
O=C(CN1C(=O)COc2ccccc21)NCCCN1CCN(Cc2ccccc2)CC1	15	1	·	-4	-3	·	-5
CN(C)C(=O)c1ccc(N=Nc2c(O)c3ccccc3[nH]c2=O)cc1	4	-9	3	3	17	-4	17
Cc1ccc(CNC(=O)/C=C/c2ccccc2Cl)cc1	23	0	·	-9	18	·	-10
Cc1ccc(NC(=O)C2CCCO2)c(Br)c1 (configuration not stated)	6	-2	1	6	?	-2	-1
Cc1noc(C)c1NC(=O)N(C)C[C@@H]1Oc2ccc(NS(=O)(=O)c3cccs3)cc2C(=O)N([C@H](C)CO)C[C@@H]1C	13	-3	1	5[16.7 µM]	2	0	-34
COc1ccc(N(CC(=O)NCc2ccccc2C)S(=O)(=O)c2ccc(C)cc2)cc1OC	1	2	2	2	-8	-2	·
O=C(Nc1cc(F)ccc1F)N1CCCCN2[C@@H](CO)[C@@H](c3ccc(-c4cncnc4)cc3)[C@@H]2C1	·	0	8	-2[16.7 µM]	·	-2	-12
O=C(NNC(=O)c1ccccc1F)c1ccc(S(=O)(=O)N2CCCC2)cc1	-4	-1	9	-5	-5	-11	-5
O=C(NCc1ccccc1)c1ccc2nc(-c3ccco3)c(-c3ccco3)nc2c1	11	-1	·	-15	-2	·	4
Cc1ccc(S(=O)(=O)N2CCCCC2)cc1NC(=O)CSc1ncn[nH]1	6	-1	-4	-1	-1	-1	-5
COc1ccc(OCC(O)Cn2c(N3CCCCC3)nc3c2c(=O)[nH]c(=O)n3C)cc1 (configuration not stated)	4	7	-2	-4	-5	-1	-14
O=C(N[C@@H]1CC[C@H](CCNS(=O)(=O)c2cccc(Cl)c2)O[C@H]1CO)c1ccc(F)cc1	11	7	-5	·	0	4	-3
Brc1ccc(-c2nc(-c3ccncc3)no2)cc1	12	-1	0	1	-14	-1	-8
CCC(=O)Nc1nc(C)c(C(=O)N2CCCCC2)s1	18	0	-1	-9	-7	-4	-7

Remaining list, next part:
SMILES	Statin myotox sup	Cneo AK release	ERp5 block	miR122 inh	esBAF inh	SIRT5 block	ARNT-TACC3 inh
CN(CC(=O)Nc1ccc(F)c(F)c1F)C(=O)c1ccc(-n2cncn2)c([N+](=O)[O-])c1	·	·	-1	·	·	-3	0
O=C(NC1CCCC1)C(c1ccncc1)N(C(=O)c1csnn1)c1ccccc1 (configuration not stated)	-8	1	-2	-5	-4	-2	6
CCn1cc(C(=O)OCC(=O)OC2CC(C)CCC2C(C)C)c(=O)c2ccc(C)nc21 (configuration not stated)	9	1	·	-6	-21	·	6
C[C@@H]1CN([C@H](C)CO)C(=O)CCCn2nncc2CO[C@H]1CN(C)C(=O)Nc1ccccc1	-6	-3	2	-2[16.7 µM]	5	-6	-4
O=C(CN1CCN(c2ccc(Cl)cc2)CC1)NCc1ccccc1	8	-3	·	1	12	·	·
CCCCCn1c(-c2ccco2)nc2nc3ccccc3nc21	22	-1	·	·	-4	·	-1
C[C@@H]1CN([C@H](C)CO)S(=O)(=O)c2ccc(-c3ccc(C#N)cc3)cc2O[C@@H]1CN(C)C(=O)Nc1cc(F)ccc1F	-18	-3	1	11[16.7 µM]	4	-1	-8
C[C@H](CO)N1C[C@H](C)[C@H](CN(C)S(=O)(=O)c2cccs2)OCCCC[C@H](C)Oc2ccc(NS(=O)(=O)c3ccc(F)cc3)cc2C1=O	·	0	-3	-2[16.7 µM]	3	7	1
O=S(=O)(N1CCOCC1)N1CCN(c2ccc(F)cc2)CC1	-1	2	-1	2	-8	-1	-3
Cc1ccc(NC(=O)Cn2nnc(C(=O)NCc3ccc(Cl)cc3)c2N)cc1F	5	0	-1	0	1	-11	-1
CCCN1C[C@H](C)[C@H](OC)CN(C)C(=O)c2ccc(NS(=O)(=O)c3cn(C)cn3)cc2OC[C@@H]1C	-7	3	8	·	1	-4	3
O=C(NCC1CCCCC1)c1cccnc1Cl	-13	3	-6	0	7	1	-2
O=C(CN1C2CCCC1CC(NC(=O)c1ccco1)C2)Nc1ccccc1C(F)(F)F (configuration not stated)	17	-5	·	-19	-9	·	-6
COc1ccccc1S(=O)(=O)N[C@H]1C=C[C@H](CC(=O)NCc2cccc(F)c2)O[C@@H]1CO	-7	3	-1	·	-4	-3	4

Screening data as filed in PubChem BioAssay.
